GAA inh: alpha-glucosidase (human) inhibition. P10253. purified human GAA, 4-MU-alpha-glucoside fluorescence. Potency, µM (top dose mostly 76.9 µM), for the others: top-dose activity change, negative = inhibition, hits mostly inhibitors. actives 0.005% (n = 200,000). AID 1466;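 note: potency is the fitted concentration of half-maximal effect; plate controls were uninhibited enzyme wells for no effect and no-enzyme background for full effect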
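Human enzyme at 4 nM with 400 uM 4-methylumbelliferyl-alpha-D-pyranoside, citrate/phosphate buffer pH 5.0, 0.005% Tween-20, 20 min at room temperature. Compounds up to 77 uM. 4-MU fluorescence (Ex 365/Em 440) read after NaOH/glycine stop; AC50 from Hill fit.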
Lamin A splicing: changes lamin A minigene splicing in HeLa cells; HeLa LMNA splicing GFP/RFP minigene ratio, 48 h; Potency, µM (highest dose often 46.1 µM), without a hit: top-dose ratio change, negative = inhibition, usual class: inhibitors; actives 0.01% (n = 200,000); AID 1487; active = well fitted inhibition curve with a large enough effect in the signal ratio, with a control signal flat, not every such curve was filed as active; inconclusive = small, poorly fitted or top-dose-only effect, or effect the other way, or a change in a side signal; the % refers to the signal ratio; note: potency is the fitted concentration of half-maximal effect; % is set by controls: 0 for no effect and ±100 for the full control effect
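Read-out is the ratio of GFP to DsRed2 object intensity, acquired by 488 nm laser-scanning cytometry on HeLa lamin A-EGFP minigene reporter cells. Compound incubation 48 hrs at 37 °C in Opti-MEM with 2% FBS; DMSO 0.5% final.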
aGlu spleen mod: inhibits or activates alpha-glucosidase in human spleen homogenate; human spleen homogenate, 4-MU-alpha-glucoside fluorescence; actives 0.006% (n = 240,000); Potency, µM (top dose mostly 79.9 µM), for the others: top-dose activity change, negative = inhibition, usual class: inhibitors;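 note: potency is the fitted concentration of half-maximal effect; 0% = enzyme with vehicle and -100% = no enzyme basal signal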
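Human spleen homogenate (1 ug) with 4-methylumbelliferyl-alpha-D-glucopyranoside (1 mM final) in 50 mM citrate/phosphate pH 5.0, 0.01% Tween-20; 40 min at 37 C. Stopped at pH 10; 4-MU fluorescence Ex 365/Em 440 nm; AC50 by Hill fit.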
HTT cytoprotect: protects HTT-Q103 PC12 cells, measured by ATP. PC12 HTT-Q103 induced, cytoprotection, ATP luminescence, 40 h. Potency, µM (doses to about 56.4 µM), without a hit: cytoprotection (ATP increase), hits mostly activators. actives 0.14% (n = 230,000). AID 1471;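 note: potency is the fitted concentration of half-maximal effect; % of control where 0% means no effect; nearly all actives have a fitted effect of over 45% in size; toxic huntingtin expression switched on by the ecdysone agonist tebufenozide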
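Compounds added alongside 100 nM tebufenozide, which induces toxic Q103 huntingtin exon 1-GFP in stable PC12 cells; surviving cells quantified by luminescent ATP measurement. Medium: phenol red-free DMEM, 5% equine and 5% calf serum.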
CBFb-RUNX1 inh: inhibitors of human CBF-beta and RUNX1 interaction. Q01196+Q13951. AlphaScreen CBFb-His/RUNX1-biotin binding, biochemical. Potency, µM (top dose mostly 59.8 µM), for inactives: at the top dose activity, negative = inhibition, usual class: inhibitors. 230,000 tested, under 10 active; note: % of control where 0% means no effect
Target sequence (Q01196 whole entry, looked up): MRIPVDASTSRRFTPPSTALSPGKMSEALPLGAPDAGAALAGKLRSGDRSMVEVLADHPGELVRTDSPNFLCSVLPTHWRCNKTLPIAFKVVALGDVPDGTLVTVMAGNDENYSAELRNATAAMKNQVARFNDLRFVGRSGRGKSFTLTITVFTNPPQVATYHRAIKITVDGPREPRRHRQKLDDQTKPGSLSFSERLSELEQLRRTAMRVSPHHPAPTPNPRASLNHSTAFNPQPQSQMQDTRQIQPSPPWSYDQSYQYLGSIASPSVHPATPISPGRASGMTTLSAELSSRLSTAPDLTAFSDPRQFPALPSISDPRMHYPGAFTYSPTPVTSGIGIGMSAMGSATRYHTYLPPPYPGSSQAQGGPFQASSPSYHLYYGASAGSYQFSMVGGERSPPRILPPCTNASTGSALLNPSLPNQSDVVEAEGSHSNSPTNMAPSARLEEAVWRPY
Target sequence (Q13951 whole entry, looked up): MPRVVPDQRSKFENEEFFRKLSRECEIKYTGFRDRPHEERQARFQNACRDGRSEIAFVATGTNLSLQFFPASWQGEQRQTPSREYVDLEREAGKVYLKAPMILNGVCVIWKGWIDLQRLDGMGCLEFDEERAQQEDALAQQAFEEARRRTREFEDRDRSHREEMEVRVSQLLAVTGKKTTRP
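Read-out: AlphaScreen. Format: His-CBF-beta with biotinylated RUNX1 (30 nM each) preincubated 20 min, compound 15 min, Ni-chelate plus streptavidin beads 90 min; room temperature throughout.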
HTT aggregate: inhibitors of mutant huntingtin aggregate formation in PC12 cells; PC12 HttQ103-GFP aggregates, Acumen cytometry, 40 h; Potency, µM (titrated, usually from 46.1 µM), for inactives: at the top dose activity change, negative = inhibition, actives largely listed as inhibitors; AID 1688; actives 1.1% (n = 220,000); note: potency is the fitted concentration of half-maximal effect; % is set by controls: 0 for no effect and ±100 for the full control effect; nearly all actives have a fitted effect of over 60% in size
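PC12 cells with ecdysone-inducible HTT exon1 Q103-GFP, induced by 100 nM tebufenozide, given compounds in a concentration series. GFP aggregates (1–25 um, 6 SD above background) counted in lysates by laser-scanning cytometry, 488 nm excitation.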
GAA glycogen mod: GAA glycogen-cleavage inhibition or activation | AID 2100 | recombinant GAA, glycogen substrate, Amplex Red glucose oxidase fluorescence | actives 0.38% (n = 300,000) | P10253 | Potency, µM (highest dose often 76.4 µM), for inactives: top-dose activity change, negative = inhibition, usual class: inhibitors;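 note: potency is the fitted concentration of half-maximal effect; 0% = full enzyme reaction and -100% = no-enzyme basal signal; the screen sought inhibitors and activators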
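Recombinant enzyme (4 nM final) with compounds titrated up to 77 uM and bovine liver glycogen (30 ug) in citrate pH 5.0, 0.01% Tween-20, 37 C 40 min. Released glucose detected by Amplex Red/glucose oxidase (Ex 573/Em 610); AC50 from Hill fits.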
Active calls of the source: *; ? = inconclusive; / = not tested or not shown; & = joins results of further samples; [ ] = dose if it differs, or a comment. Unless noted, calls come from the whole dose curve; as a rule, active = well fitted curve in the direction sought with a large enough effect; inconclusive = small, poorly fitted or top-dose-only effect, or another doubt; inactive = no such curve, though single readings can be large; an effect the other way counts as inactive or inconclusive. Not a hit list (roughly 1.5% active in at least one column).

canonical_smiles | GAA inh | Lamin A splicing | aGlu spleen mod | HTT cytoprotect | CBFb-RUNX1 inh | HTT aggregate | GAA glycogen mod
CC1CCC/C(=C\Nc2ccc(O)cc2)C1=O (stereo not drawn) | -9% | 0% | 0% | -9% | -18% | 8% | 14µM*
NC(=S)N/N=C1/CCSc2ccc3ccccc3c21 | -15% | ? | -7% | 21%[10 µM] | -24% | 10%[9.22 µM] | 28µM*
Cc1ccc(F)cc1CNC(=O)c1cc(COc2ccc3ncccc3c2)on1 | 2% | / | -3% | -2% | 4% | 13µM* | -19%
CC(=O)Nc1ccc(N2CCOCC2)c(C(=O)Nc2cccc(C)c2)c1 | -12% | -22% | -3% | -10%[0.074 µM] | 0% | ? | 5%
COc1ccccc1Nc1nnc(SCc2nnc(-c3cc(OC)c(OC)c(OC)c3)o2)s1 | -1% | -11% | 6% | -13%[10 µM] | -6% | 24% | -11%
COc1ccc(Nc2ncc3c(n2)CC(c2ccccc2)CC3=O)cc1 (stereo not drawn) | 5% | -1% | -6% | -5% | 6% | 12% | -2%
CSc1ncc(-c2ccc(Cl)cc2)[nH]1 | / | / | 5% | -13%[10 µM] | -18% | 23%[9.22 µM] | -11%
Cc1ccccc1NC(=O)C1CC(=O)N(c2ccccc2F)C1 (stereo not drawn) | 2% | -11% | 6% | 8%[10 µM] | 2% | -8% | 3%
COc1cccc(NS(=O)(=O)c2c(C)cc(C)cc2C)c1 | 9% | ? | 0% | -26% | -5% | ? | -18%
COc1cc(/C=C/C(=O)OCc2c(C)noc2C)ccc1OC(F)F | -10% | 2%[46 µM] | 4% | 2%[10 µM] | -10% | 11% | -7%
COC(=O)C1CCN(Cc2cn(Cc3ccccc3)nc2-c2cc3ccccc3o2)CC1 | -5% | 24%[46 µM] | 4% | ? | 1% | 30%[9.22 µM] | -10%
CCCS(=O)(=O)c1c(S(=O)(=O)CCC)c2cnccn2c1C(=O)c1ccc(Cl)cc1 | ? | 11% | 1% | -1% | -10% | 9%[1.84 µM] | -2%
c1ccc(OCc2nnc3sc(C4COc5ccccc5O4)nn23)cc1 (stereo not drawn) | -7% | -1% | -9% | -25% | -14% | -10% | -21%
Cc1ccc2c(CC(=O)OCn3nnc4ccccc4c3=O)coc2c1 | -1% | 4% | 4% | -17% | 5% | 12% | -10%
Cc1nn(-c2ccccc2)c2c1C(c1ccco1)C(C#N)=C(N)O2 (stereo not drawn) | -9% | 3% | -11% | -29% | -17% | 12% | ?
CC(C)(C)NC(=O)NC(=O)COC(=O)c1nc(-c2ccccc2)n(-c2cccc(C(F)(F)F)c2)n1 | 0% | -3% | -8% | 6%[10 µM] | -3% | 15% | -21%
C=CCn1c(SCC(=O)c2ccccc2)nnc1-c1cc2ccccc2o1 | -10% | -3% | -2% | -14% | -4% | 9% | -10%
CC(=O)Nc1ccccc1C(=O)C(=O)Nc1ccc(C(=O)N2CCOCC2)cc1 | -1% | ? | -10% | 26%[10 µM] | -20% | 0% | 1%
CO/N=C1/c2cc(OC)ccc2O[C@@H](c2cccc(OC)c2)[C@H]1O | / | / | 2%[17.4 µM] | -115%[inhibitor][10 µM] | 13%[13.1 µM] | / | /
CCC(=O)N1CCc2cc(Br)cc(S(=O)(=O)N(C)c3ccc(OC)cc3OC)c21 | -6% | 13%[9.22 µM] | -8% | -16% | 1% | 16% | 3%
O=C(c1nc2ccccn2c1CN1CCCC(c2nc3ccccc3o2)C1)N1CCCC1 (stereo not drawn) | 6% | -2%[46 µM] | 10% | -8%[10 µM] | 4% | 5%[9.22 µM] | -9%
C=CCN(c1ccc(F)cc1)S(=O)(=O)c1cc(C(=O)OCC(=O)N(C)C2CCS(=O)(=O)C2)ccc1Cl (stereo not drawn) | / | / | -4% | 15%[10 µM] | 6% | -31%[9.22 µM] | -3%
Cc1ncc(/C=C2\C(=O)Nc3ccccc32)[nH]1 | -5%[15.4 µM] | / | ? | ? | 1% | 27%[9.22 µM] | -2%
CCCCC[C@H](O)/C=C/[C@@H]1[C@@H](CC(=O)CCCCC(=O)O)[C@@H](O)C[C@H]1O | / | / | 2%&9% | -7%&-4% | -9%&7% | / | /
CCOc1cc2c(cc1OCC)C(c1ccccc1)N(c1ccc(C(=O)O)cc1)C(=O)C2 (stereo not drawn) | 0%[15.4 µM] | ? | 3% | 17%[10 µM] | 4% | 3%[9.22 µM] | 1%
CCCC(=O)NC(=S)Nc1ccccc1C(F)(F)F | 5% | 14% | -4% | 8% | 1% | 19% | -3%
COC(=O)c1cc2cc(NS(=O)(=O)c3ccc(C)cc3)ccc2s1 | -30% | -9% | -2% | -4%[10 µM] | -5% | 11% | -1%
CC1C(=O)N(C)C(=O)c2nc[nH]c21 (stereo not drawn) | / | -13% | 8% | / | 3% | / | /
COc1ccc(S(=O)(=O)N(C)C)cc1NC(=O)[C@H](Cc1ccccc1)N1C(=O)c2ccccc2C1=O | -1% | -12% | -1% | -6%[10 µM] | -12% | 4% | 0%
CCOc1ccc(NS(=O)(=O)N(C)C)cc1 | -4% | 0% | 6% | 0%[10 µM] | 8% | -9% | 3%
COc1ccc(CNC(=S)N2CCN(Cc3ccccc3)CC2)cc1 | / | / | -3% | -1%[10 µM] | 5% | -15%[9.22 µM] | -1%
CCCCC1S/C(=N/N=C/c2ccco2)NC1=O (stereo not drawn) | 1% | 12% | -1% | / | -3% | 7% | 0%
O=C(Nc1c(Cl)cc(Cl)cc1C(=O)NCCN1CCOCC1)c1cccc([N+](=O)[O-])c1 | -7% | -6%[46 µM] | 3% | / | -5% | 7% | 26%
O=S(=O)(c1cccc2nsnc12)N1CCN(C/C=C\c2ccccc2)CC1 | -5% | ? | -7% | -8% | -23% | 5%[9.22 µM] | 3%
CCOC(=O)c1cnc2ccc(C)cc2c1OCc1cc(F)cc(F)c1 | -8% | -5% | 1% | 2% | -11% | 0% | -10%
CC(C)c1ccc(/C=N/NC(=O)CN(c2cccc(Cl)c2Cl)S(C)(=O)=O)cc1 | -12% | ? | -1% | 11% | -2% | -16% | -8%
CC(C)(C)c1cc(C(=O)N/N=C/c2ccc(F)cc2)n(-c2ccccc2)n1 | ? | ? | 1% | 12%[10 µM] | 5% | -19% | 2%
COc1ccc2cc3cc(C(=O)NCCN4CCc5ccccc5C4)sc3nc2c1 | ? | ? | -4% | 11%[10 µM] | -10% | 1% | 16%
COc1cc(/C=N\NC(=O)c2ccc(Cl)cc2)ccc1Oc1ccc([N+](=O)[O-])cn1 | / | / | -1% | 7%[10 µM] | -5% | -15%[9.22 µM] | -2%
COc1ccc(OC)c(/C=C/C(=O)Nc2ccc(OC)nc2)c1 | 3% | -19%[46 µM] | -3% | -11% | -2% | 23% | 1%
Cc1ccc(-n2c(C)nc3c(cnn3-c3ccc(F)cc3)c2=O)cc1 | -3% | 8% | -9% | -37% | -1% | ? | -4%
C#CCOCCOCCOCCNc1nc(N2CCN(C(=O)Cn3cc(CCCCN)nn3)CC2)nc(N2CCN(C(=O)[C@H](C)n3cc(CCCN=C(N)N)nn3)CC2)n1 | 1% | 2% | -1% | / | -1%[2.36 µM] | 3% | 6%
COc1cccc2c(=O)cc(C)n(CC(=O)Nc3cccc(C)c3)c12 | 2% | ? | -4% | / | 6% | 3% | -8%
Cc1ccccc1C1CC(=O)Oc2cc(C)c(Cl)c(C)c21 (stereo not drawn) | / | / | -4%[119 µM] | 8% | -2%[89.1 µM] | / | /
O=C1OC(Cc2ccccn2)C(=O)C1=C1SCCS1 (stereo not drawn) | 0% | 2% | 1% | / | 4% | 25% | 10%
O=C(O)C1C2CCC(O2)C1C(=O)Nc1cnn(Cc2ccccc2)c1 (stereo not drawn) | -6% | 16% | -2% | 0% | 2% | -17% | 11%
Cc1cccn2c(/C=N/OCc3ccc(F)cc3)c(-c3ccc(Cl)cc3)nc12 | -5% | 16%[0.0737 µM] | -4% | 1% | 3% | -2% | 10%
COC1CCN(C(=O)c2ccc(OC3CCN(Cc4ccccn4)CC3)cc2)CC1 | -8%[15.4 µM] | -4%[46 µM] | -2% | 16% | 9% | 3% | 4%
CCOC(=O)CNC(=S)N1CCn2c(nc3ccccc32)C1 | 1% | / | -7% | -10% | 2% | -12% | -8%
CC(C)C(C(=O)OCC(=O)c1ccccc1)N1C(=O)C2C3C=CC(C3)C2C1=O (stereo not drawn) | 5% | ? | -1% | / | 3% | / | 19%
Cc1cccc(N(C(=O)c2sc(C)nc2C)C(C(=O)NCc2ccco2)c2ccccc2)c1 (stereo not drawn) | -1% | -9% | -6% | 10%[10 µM] | 0% | 20% | 0%
C/C(=N/Nc1cc(-c2ccccc2)nc(-c2ccccc2)n1)c1ccc(O)cc1 | -1% | ? | -1% | 12%[10 µM] | -7% | 35µM* | -7%
CCOC(=O)c1[nH]c2ccc(Br)cc2c1NC(=O)CNC | -11% | -1% | 8% | 4% | 3% | 5% | 18%
Cc1cc(=O)[nH]c(N/N=C/c2cn(CCC#N)nc2-c2ccccc2)n1 | -4% | / | -2% | / | 13% | 20% | -13%
CCCCN1C(=O)C(NC(=O)CC(C)C)(C(F)(F)F)C2=C1CC(C)(C)CC2=O (stereo not drawn) | 7% | 5% | -7% | 6% | -2% | 6% | 5%
Nc1ccc2[nH]ncc2c1 | -2%[15.4 µM] | -9% | -3% | / | 6% | -29% | ?

Record cards, from the list above. Order of screens: GAA inh	Lamin A splicing	aGlu spleen mod	HTT cytoprotect	CBFb-RUNX1 inh	HTT aggregate	GAA glycogen mod
Record of C/C(=N/Nc1cc(-c2ccccc2)nc(-c2ccccc2)n1)c1ccc(O)cc1 → -1%	?	-1%	12%[10 µM]	-7%	35µM*	-7%
Record of C=CCn1c(SCC(=O)c2ccccc2)nnc1-c1cc2ccccc2o1 → -10%	-3%	-2%	-14%	-4%	9%	-10%

Source: PubChem
